Assay outcomes as filed in PubChem BioAssay.
Shiga inhibitor – blocks Shiga toxin action in Vero cells | 290,000 compounds, 9.2% hits | inhibition, % at 38.7 µM | Vero cells, Shiga toxin protein synthesis inhibition reporter | AID 2315; in the data active = inhibition mostly above about 28%, no sharp cut-off; inactive = mostly below about 43%; also: 0% is about no effect
AmpC inh no detg – inhibitors of E. coli AmpC beta-lactamase without detergent. P00811. AmpC nitrocefin hydrolysis, absorbance 480 nm, 0.0001% Triton. Potency, µM (doses to about 57.1 µM), without a hit: top-dose activity change, negative = inhibition, actives largely listed as inhibitors. 330,000 compounds, 0.52% hits;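 also: potency is read from the fitted curve at half-maximal effect; plate controls were no compound for no effect and no enzyme for full effect; nearly all actives have a fitted effect of over 20% in size; some results filed as inactive show a strong effect at the top dose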
Target sequence (P00811 whole entry, looked up): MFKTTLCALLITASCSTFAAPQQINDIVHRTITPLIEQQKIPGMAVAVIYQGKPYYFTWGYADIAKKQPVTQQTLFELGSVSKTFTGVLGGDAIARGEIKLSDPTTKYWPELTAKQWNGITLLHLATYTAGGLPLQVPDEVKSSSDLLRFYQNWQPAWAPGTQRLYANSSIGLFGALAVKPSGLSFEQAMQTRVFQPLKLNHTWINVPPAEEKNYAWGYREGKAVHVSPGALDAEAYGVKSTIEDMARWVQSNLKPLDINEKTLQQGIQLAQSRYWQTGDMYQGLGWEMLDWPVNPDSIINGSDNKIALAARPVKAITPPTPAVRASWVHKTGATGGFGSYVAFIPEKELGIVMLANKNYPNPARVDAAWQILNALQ
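20 mM phosphate pH 7.0 + 0.01% (detergent screen) or 0.0001% Triton X-100; 5.3 nM AmpC reagent; cpd preinc 15 min RT; nitrocefin (800 uM stock) to start; A480 q20 s × 4 min; Activity was normalised to no-enzyme and no-compound control wells.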
TbPYK inhibitor – T. brucei pyruvate kinase inhibition. Q57TT1. TbPYK enzyme, Kinase-Glo Plus ATP luminescence, 45 min. Potency, µM (doses to about 76.8 µM), for the others: top-dose activity, negative = inhibition, actives largely listed as inhibitors. 410,000 compounds, 0.12% hits. AID 624173; also: potency is read from the fitted curve at half-maximal effect; % is scaled to controls: 0 for no effect and ±100 for the full control effect; nearly all actives have a fitted effect of over 50% in size
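In this concentration-response screen, enzyme-free wells defined baseline while DMSO plates tracked drift. Each reaction combined TbPYK, substrate, compound and 130 uM ADP for 45 min at room temperature. Kinase-Glo Plus luminescence gave the signal.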
Pf growth 96h – inhibits malaria parasite growth, 96 h | P. falciparum luciferase reporter growth, 96 h | Potency, µM (highest dose often 28.7 µM), for the others: at the highest dose activity change, negative = inhibition, hits mostly inhibitors | 320,000 compounds, 6.9% hits | AID 504834; also: potency is read from the fitted curve at half-maximal effect; % is scaled to controls: 0 for no effect and ±100 for the full control effect
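Infected RBCs, 2% Hct / 0.05% parasitemia final; luciferase-reporter P. falciparum; cpd 96 h, 37 C, 5% CO2; luciferase detection reagent; luminescence.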
Cycloheximide cs – counter-screen hit for Shiga toxin inhibitors, cycloheximide | cell reporter, cycloheximide protein synthesis inhibition counterscreen | max response, % | 300,000 compounds, 12% hits | AID 2314; in the data active = max response mostly above about 13%, no sharp cut-off; inactive = mostly below about 14%; also: read at 38.3 µM for the half of the compounds with a filed dose; 0% is about no effect
Pf growth 48h – P. falciparum growth inhibition at 48 hours (one generation); P. falciparum luciferase growth in erythrocytes, 48 h; Potency, µM (highest dose often 28.7 µM), without a hit: top-dose activity change, negative = inhibition, hits mostly inhibitors; 310,000 compounds, 5.9% hits; AID 504832; also: potency is read from the fitted curve at half-maximal effect; % is scaled to controls: 0 for no effect and ±100 for the full control effect
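Here the parasites carry a stable luciferase gene and grow inside erythrocytes in Albumax-based RPMI medium with compound for one erythrocytic cycle. Activity is scored as loss of luminescent signal.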
LmPK inh – inhibitors of Leishmania mexicana pyruvate kinase; 290,000 compounds, 0.37% hits; purified LmPK, Kinase-Glo ATP luminescence, 1 h; Potency, µM (highest dose often 57.5 µM), inactives show at the top dose activity change, negative = inhibition, most hits filed as inhibitors; AID 1721; also: potency is read from the fitted curve at half-maximal effect; % is scaled to controls: 0 for no effect and ±100 for the full control effect
Target sequence (Q27686 whole entry, looked up): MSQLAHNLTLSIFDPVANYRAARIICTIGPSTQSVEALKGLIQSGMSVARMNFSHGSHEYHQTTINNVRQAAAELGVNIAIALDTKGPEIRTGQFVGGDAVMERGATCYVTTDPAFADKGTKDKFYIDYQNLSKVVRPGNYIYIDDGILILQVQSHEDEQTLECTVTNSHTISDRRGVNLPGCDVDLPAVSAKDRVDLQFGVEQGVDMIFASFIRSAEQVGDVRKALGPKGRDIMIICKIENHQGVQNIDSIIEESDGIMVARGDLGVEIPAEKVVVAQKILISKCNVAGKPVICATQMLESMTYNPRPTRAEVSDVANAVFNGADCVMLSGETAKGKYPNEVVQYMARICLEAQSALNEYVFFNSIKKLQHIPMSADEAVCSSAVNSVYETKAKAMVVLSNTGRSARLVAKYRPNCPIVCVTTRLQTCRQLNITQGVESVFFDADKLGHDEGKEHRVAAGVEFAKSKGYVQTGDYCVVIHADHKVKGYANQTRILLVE
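In 50 mM imidazole pH 7.2 with 7 mM MgCl2, LmPK (0.1 nM) turned over PEP (0.5 mM) and ADP (0.1 mM) for 1 h at room temperature. Luciferase read-out of ATP.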
Active calls of the source: *; ? = inconclusive; · = no result given; & = joins results of further samples; [ ] = remark or other dose. Unless noted, calls follow the shape of the dose curve; as a rule, active = well fitted curve in the direction sought with a large enough effect; inconclusive = small, poorly fitted or top-dose-only effect, or another doubt; inactive = no such curve, though single readings can be large; an effect the other way counts as inactive or inconclusive. Random draw from the library. Share with any hit: about 22%.

SMILES	Shiga inhibitor	AmpC inh no detg	TbPYK inhibitor	Pf growth 96h	Cycloheximide cs	Pf growth 48h	LmPK inh
O=C(O)C1CC(=O)N(c2ccc(OCc3ccccc3)cc2)C1 (centres undefined)	10	-15%	1%	·	5	5%	15%
CN(C)S(=O)(=O)c1ccc(C(=O)NCc2ccccn2)cc1	28	-10%	6%	?	-2	18%	-3%
Cc1ccc(/C=N/NC(=O)c2nnn(-c3nonc3N)c2-c2ccccc2)o1	-4	-42%	0%	35%	13	?	-3%
CC(C)(C)OC(=O)N1CCC[C@H]1C(=O)O	-2&27	-17%	0%	8%	6&0	37%[activator]	-1%
O=C(O)Cc1coc2cc3c(cc12)CCC3	-7	-9%	-2%	106%[activator]	-1	?	2%
CCc1ccc(CNC(=O)C2CCCN(c3nc4ccccc4o3)C2)cc1 (centres undefined)	21	14%	-1%	·	-2	7%	6%
CC(=O)c1ccc(N2CCN(c3ccc(S(=O)(=O)NCCN(C)C)cc3[N+](=O)[O-])CC2)cc1	-3	87%[activator]	4%	?	-3	?	7%
CCn1c(Oc2ccccc2F)nc2c1c(=O)n(C)c(=O)n2C	-4	3%	-4%	-5%	-3	-15%	0%
O=C(Nc1ccc2nc3ccccc3nc2c1)c1ccccc1	25*	-11%	-12%	-2%	40*	107%[activator]	4%
O=C(NNC(=O)c1ccc(SCC2CCCO2)c([N+](=O)[O-])c1)c1ccc(Cl)c([N+](=O)[O-])c1 (centres undefined)	21	-28%	-5%	?	6	·	3%
N#Cc1ccccc1OCCN1C(=O)c2ccccc2C1=O	86*	-22%	6%	-25%	40*	43%[activator]	-10%
O=C(COC(=O)c1ccc(Cl)c([N+](=O)[O-])c1)Nc1ccccc1OC(F)F	2	-23%	4%	9%	-2	-2%	-1%
CCOC(=O)c1cccc(N2C(=O)c3ccccc3S2(=O)=O)c1	9	-12%	·	·	1	1%	-3%
O=C(NCc1ccc(Cl)cc1)N1CCN(S(=O)(=O)c2ccccc2)CC1	-10	2%	2%	11%	-4	-39%	4%
Cn1c(N)c(C(=O)CSc2n[nH]c(-c3ccccc3)n2)c(=O)n(C)c1=O	·	-14%	-1%	?	·	-15%	·
CCOC(=O)Nc1cc2c(cc1C(C)=O)OCO2	26	-1%	2%	·	-2	13%	0%
COc1ccc(C(=O)NCCS(=O)(=O)NCc2ccc3c(c2)OCO3)cc1	·	-38%	2%	9%	·	45%[activator]	·
CCN(CC)S(=O)(=O)c1cc(C(=O)OCC(=O)c2ccc3c(c2)NC(=O)CO3)ccc1F	5	-15%	4%	·	-2	?	-4%
COc1cc(C(=O)Oc2cc(N)n(S(=O)(=O)c3ccccc3)n2)cc(OC)c1OC	-21	11%	-1%	-25%	6	24%	-6%
COc1ccc(N(C(=O)c2ccncc2)S(=O)(=O)c2cccs2)cc1	-9	-1%	1%	6%	-2	3%	-3%
C=CCSc1nc(NC)c2sccc2n1	-5	27%	-6%	?	24	?	3%
CCn1c(SCC(=O)Nc2nc(C)c(C)s2)nnc1-c1ccco1	-1	-9%	0%	·	-3	?	0%
CC(=O)C1=C(O)C(=O)N(c2ccc(O)cc2)C1c1ccc([N+](=O)[O-])cc1 (centres undefined)	17	25%	3%	?	-5	-12%	3%
O=Nc1c(O)n(Cc2ccc(Cl)cc2Cl)c2ccccc12	-20	-33%	-2%	8.3µM*	-2	?	-1%
Cc1ccc(OCCOC(=O)c2cc(S(=O)(=O)N3CCCCC3)ccc2N2CCOCC2)cc1	·	62%[activator]	5%	13µM*	·	?	·
CCOC(=O)c1ccccc1NS(=O)(=O)c1ccccc1F	-5	-18%	0%	?	-2	·	11%
CSC(=NC#N)N1CCN(c2ccc([N+](=O)[O-])cc2)CC1	18	-2%	7%	-17%	6	?	1%
O=S(=O)(Nc1cc(Cl)ccn1)c1ccc(Cl)cc1	20	-16%	-1%	23%	2	·	3%
CN1c2ccccc2C(O)=C(C(=S)Nc2ccc(F)c(Cl)c2)S1(=O)=O	15	?	-7%	?	-4	?	8%
Cc1cc(Oc2ccccc2)nc(SCC(=O)Nc2ccccc2)n1	-5	3%	-8%	?	-2	·	3%
CC(C)CN(C(=O)c1ccc(S(=O)(=O)N2CCCC2)cc1)C1CCS(=O)(=O)C1 (centres undefined)	·	?	-1%	2%	·	-4%	·
CCCOP(=O)(OCCC)c1nc(-c2ccccc2)oc1NCc1ccccc1	20*	43%	2%	3.7µM*	4	5.9µM*	0%
O=C(c1cc(COc2ccc(F)cc2Cl)on1)N1CCCC(c2ccccc2)C1 (centres undefined)	9	-2%	-8%	-9%	6	?	-4%
CCCCn1c(SCC(N)=O)nnc1-c1cc(OC)c(OC)c(OC)c1	15	-7%	·	328%[activator]	-3	-6%	1%
C(#CC1CCCC1)c1ccc2c(c1)COc1c3ccccc3nn1-2	91*	-38%	-19%	72%[activator]	14*	132%[activator]	-4%
CCc1ccc(NC(=S)N2CCCC(C(F)(F)F)C2)cc1 (centres undefined)	40	-39%	-2%	66%[activator]	16*	31%[activator]	6%
O=C(C[C@H]1C(=O)N(CCc2ccccc2)C[C@@H]1Cc1ccccc1)Nc1ccccc1	6	27%	0%	10µM*	4	?	-4%
CC(NCC(=O)Nc1cc(S(=O)(=O)N2CCOCC2)ccc1Cl)c1ccc(Cl)cc1Cl (centres undefined)	·	93%[activator]	1%	?	·	?	·
O=C(NOCc1ccccc1)c1ccc(Cl)cc1	·	-21%	-6%	143%[activator]	·	73%[activator]	·
O=C(Nc1ccc(N2CCCCC2)cc1)c1ccc(F)cc1F	45*	-26%	-20%	447%[activator]	42*	69%[activator]	-23%
OC(CN1C2=NCCN2c2ccccc21)c1ccccc1 (centres undefined)	-12	-19%	-2%	?	-1	-6%	-1%
CCOc1ccc2ccccc2c1/C=N/NC(=O)CNC(=O)C(c1ccccc1)c1ccccc1	-1	1%	4%	-16%	0	21%	0%
CC(=O)c1ccc(NC(=O)C2CCN(S(=O)(=O)c3ccc4c(c3)N(C(C)=O)CCO4)CC2)cc1	-3	48%	-7%	?	-2	?	0%
Ic1ccc(N2CCN(Cc3c[nH]c4ncccc34)CC2)cc1	·	-39%	-8%	?	·	?	·
Cc1ccc(C)c(NC(=O)c2cc(-c3cc(C)ccc3O)n[nH]2)c1	76*	-46%	0%	?	59*	-55%	1%
CCOc1cc(/C=C\[N+](=O)[O-])ccc1OCC(=O)N1CCOCC1	-7	56%	?	?	-2	?	14%
C/C(CC(=O)Nc1ccc(C)c(Cl)c1)=N\NC(=O)Cc1ccccc1	-7	-10%	-4%	5%	8	-6%	1%
O=C(CN1CC(=O)Oc2ccccc21)NCc1ccco1	-5	-17%	0%	6%	3	7%	2%
O=C(Nc1ccccc1C(=O)N1CCNCC1)c1ccco1	-6	-6%	·	-4%	-3	-15%	1%
c1ccc(C(Cc2nc(-c3ccncc3)no2)c2ccccc2)cc1	-5	35%	-2%	-1%	-2	7.4µM*	6%
CC1(C)Cc2c(sc3c2c(N)nc(=S)n3Cc2ccc(Br)cc2)CO1	-4	-16%	-1%	2%	-3	6%	-1%
Cc1ccc(C(C#N)c2ccc3c(C(F)(F)F)cc(C(F)(F)F)nc3n2)cc1 (centres undefined)	-17	-16%	5%	1.7µM*	-3	?	-12%
COc1ccc(NS(=O)(=O)c2ccc(NC(=S)NC(=O)C(C)C)cc2)cc1	-12	-42%	1%	44%[activator]	-2	-6%	5%
O=C(c1cc2nc(-c3ccco3)cc(C(F)(F)F)n2n1)N1CCN(c2ccc(F)cc2)CC1	-4	57%	-15%	·	-2	?	-5%
Cc1[nH]c2ccccc2c1C(=O)CSc1nc2ccccc2[nH]1	57	-45%	-13%	70%[activator]	37	39%[activator]	-1%
O=C(Nc1ccc(C(=O)NCCCN2CCN(c3ccccc3)CC2)cc1)C1=CSCCO1	2	98%[activator]	4%	34%	6	?	-8%
Cc1nnc(OCC(=O)NCCC2=CCCCC2)c2ccccc12	-2	-13%	3%	·	-2	6%	6%
CCOC(=O)C1(Cc2ccccc2)CCCN(C(=O)C=C(C)C)C1 (centres undefined)	86*	85%[activator]	2%	74%[activator]	24*	?	1%
CCN1CCN(c2cc(=O)n(-c3cc(Cl)ccc3C)c(=O)[nH]2)CC1	1	-10%	-18%	46%[activator]	9	37%[activator]	-6%
COc1ccc(-c2n(CC(=O)OC3CC(C)CCC3C(C)C)c3ccccc3[n+]2C)cc1 (centres undefined)	10	-19%	-3%	30%	-7	19%	?
Continuation:
SMILES	Shiga inhibitor	AmpC inh no detg	TbPYK inhibitor	Pf growth 96h	Cycloheximide cs	Pf growth 48h	LmPK inh
N#CCCn1cc(/C=C/C(=O)O)c(-c2ccc(F)cc2)n1	-9	-18%	-8%	13%	-2	9%	-3%
CCC(=Nc1ccccc1)C1=C(O)CC(C)(C)CC1=O	20	-22%	·	-19%	-7	15%	0%
CC(C)c1ccc(NS(=O)(=O)c2ccc(-n3cccn3)cc2)cc1	7	-28%	-3%	6%	9	29%	8%
COC(=O)C1=C(C(=O)OC)[C@@H]2N(C)c3ccc(OC)cc3[C@@]23C[C@@H](C(=O)OC)N(S(=O)(=O)c2ccc(OC)cc2)C3=N1	-2	117%[activator]	3%	?	-3	9.3µM*	-3%[11.5 µM]
CCOc1nc(Nc2ccc(Cl)cc2)nc(OCC)n1	28	-19%	-7%	0%	6	?	-4%
O=C(C1CCCO1)N1CCN(S(=O)(=O)c2ccc(Cl)cc2)CC1 (centres undefined)	0	2%	-8%	38%[activator]	-3	7%	-4%
CC(C)(CO)NS(=O)(=O)c1ccc2c(c1)C(=NO)c1cc(S(=O)(=O)NC(C)(C)CO)ccc1-2	17	-24%	1%	-22%	-4	?	7%
Cc1ccc(Cl)cc1N(CC(=O)N1CCOCC1)S(C)(=O)=O	-4	-18%	-3%	?	-1	-4%	6%
CC(=O)c1c(C)[nH]c(C(=O)NCCC2=CCCCC2)c1C	105*	-13%	0%	?	49*	·	2%
COc1ccc(NC(=O)CCc2nnc3ccc(NCc4ccco4)nn23)cc1OC	-9	30%	-1%	?	-2	-19%	-3%
COc1ccccc1C(=O)Nc1ccnn1C1CCN(Cc2cnn(C)c2)CC1	14	1%	-4%	-28%	0	-20%	-1%
